TcdB inh: TcdB glycohydrolase inhibitors, primary screen, biochemical, single point, plate reader; 350,000 tested, 0.24% active; TcdB glycohydrolase enzymatic assay; inhibition, % at 9.99 µM; Toxin B (Clostridioides difficile), P18177; in the data active = inhibition above about 10%
* hit, by the source's call. These rows are one share of the data, so the mix of outcomes need not match the whole.

SMILES	TcdB inh
CC(C)CC#Cc1ccc([C@@H]2[C@@H](CO)N3CCCCN(C(=O)NC4CCCC4)C[C@H]23)cc1	-0.6
N#C[C@@H]1[C@@H](c2ccc(-c3ccccc3F)cc2)[C@H](CO)N1C(=O)C1CCC1	0.2
Cc1ccc(S(=O)(=O)Nc2ccc3c(c2)C(=O)N([C@H](C)CO)C[C@@H](C)[C@@H](CN(C)S(=O)(=O)c2ccc(C)cc2)OCCCC[C@@H](C)O3)cc1	-11
COCC(=O)Nc1ccc2c(c1)C(=O)N(C)[C@@H]1CC[C@H](CC(=O)NCc3ccccc3)O[C@@H]1CO2	0.3
CC(C)NC(=O)N(C)C[C@@H]1Oc2cc(-c3ccncc3)ccc2S(=O)(=O)N([C@H](C)CO)C[C@H]1C	-6.4
COCc1[nH]nc2c1C(c1ccc(C)cc1)N(Cc1ccccc1)C2=O (configuration not stated)	2.1
COc1ccc(S(=O)(=O)Nc2ccc3c(c2)C(=O)N([C@H](C)CO)C[C@H](C)[C@H](CN(C)C)O3)cc1	0.3
COc1cccc(-c2cnc3c(c2)C(=O)N([C@@H](C)CO)C[C@@H](C)[C@H](CN(C)C(C)=O)O3)c1	0.1
CO[C@H]1CN(C)C(=O)c2cc(NS(=O)(=O)c3ccccc3F)ccc2OC[C@H](C)NC[C@H]1C	0.3
Cc1ccccc1-c1ccc2c(c1)O[C@@H](CN(C)C(=O)Nc1ccccc1)[C@H](C)CN([C@@H](C)CO)S2(=O)=O	-0.8
O=C(c1cccnc1)N1C[C@H]2[C@@H](c3ccccc31)[C@@H](CO)N2Cc1ccc2c(c1)OCO2	-0.1
COc1ccc2c(c1)[C@@]1(OCCC=C[C@H]1C)C(=O)N2C/C=C(\C)CCC=C(C)C	1.2
CCC(=O)N(C)C[C@H]1Oc2cc(C#Cc3ccccn3)ccc2S(=O)(=O)N([C@@H](C)CO)C[C@H]1C	2.2
CN(C)CC(=O)N[C@H]1CC[C@@H](CCn2cc(CN(C)C)nn2)O[C@H]1CO	0.2
C[C@@H]1CCCCO[C@H](CN(C)S(=O)(=O)c2ccccc2)[C@@H](C)CN([C@H](C)CO)C(=O)c2cc(NS(C)(=O)=O)ccc2O1	0.0
CC(C)NC(=O)N(C)C[C@@H]1OCCCC[C@@H](C)Oc2ccc(NS(=O)(=O)c3cn(C)cn3)cc2C(=O)N([C@H](C)CO)C[C@@H]1C	0.7
COc1ccc(S(=O)(=O)N(C)C[C@@H]2Oc3c(NC(=O)C4CC4)cccc3C(=O)N([C@H](C)CO)C[C@@H]2C)cc1	0.4
C[C@@H]1CN([C@H](C)CO)C(=O)c2cc(C#CC3(O)CCCC3)cnc2O[C@@H]1CN(C)C(=O)Nc1ccc2c(c1)OCO2	-2.2
C[C@@H]1CCCCO[C@H](CN(C)Cc2ccc(C(=O)O)cc2)[C@@H](C)CN([C@H](C)CO)C(=O)c2cc(NC(=O)Cc3ccccc3)ccc2O1	-0.4
C[C@@H](O)C#Cc1cnc2c(c1)C(=O)N([C@@H](C)CO)C[C@H](C)[C@H](CN(C)Cc1cncnc1)O2	-0.1
Cc1ccccc1S(=O)(=O)N1[C@@H](C#N)[C@H](c2ccccc2)[C@@H]1CO	0.6
O=C(C[C@H]1C[C@H]2c3cc(NC(=O)Cc4ccncc4)ccc3O[C@H]2[C@H](CO)O1)NCCc1ccccc1	0.3
C[C@H](CO)N1C[C@H](C)[C@@H](CN(C)C(=O)Nc2cccc3ccccc23)OCCCC[C@H](C)Oc2ccc(NC(=O)Nc3cccc4ccccc34)cc2C1=O	-1.4
CCCn1cc(C(=O)Nc2ccc(Oc3cccnc3)cc2)c2ccccc21	0.9
CCCN1C[C@H](C)[C@@H](OC)CN(C)C(=O)c2cc(NC(=O)NC3CCCCC3)ccc2OC[C@@H]1C	-0.6
C[C@@H]1CN([C@H](C)CO)C(=O)c2cc(NS(=O)(=O)c3cn(C)cn3)ccc2O[C@H]1CN(C)C	0.2
C[C@H](CO)N1C[C@H](C)[C@H](CN(C)CC2CC2)Oc2c(cccc2N(C)C)C1=O	-0.9
C[C@H]1CN([C@@H](C)CO)C(=O)c2cc(NC(=O)Nc3ccc(C(F)(F)F)cc3)ccc2O[C@@H]1CN(C)C(=O)Nc1ccc(C(F)(F)F)cc1	-1.8
O=C(NCc1ccccc1)[C@]1(Cc2ccccc2)N=C(c2ccc(OCCCO)cc2)O[C@@H]1c1ccccc1	-2.3
O=C(NC[C@@H]1[C@H](c2ccccc2)[C@@H](CO)N1C(=O)C1CC1)NC1CCCC1	-5.9

Exported bar-delimited: six of the compounds above.
Molecule | TcdB inh
O=C(C[C@H]1C[C@H]2c3cc(NC(=O)Cc4ccncc4)ccc3O[C@H]2[C@H](CO)O1)NCCc1ccccc1 | 0.3
C[C@H](CO)N1C[C@H](C)[C@@H](CN(C)C(=O)Nc2cccc3ccccc23)OCCCC[C@H](C)Oc2ccc(NC(=O)Nc3cccc4ccccc34)cc2C1=O | -1.4
CCCn1cc(C(=O)Nc2ccc(Oc3cccnc3)cc2)c2ccccc21 | 0.9
CCCN1C[C@H](C)[C@@H](OC)CN(C)C(=O)c2cc(NC(=O)NC3CCCCC3)ccc2OC[C@@H]1C | -0.6
C[C@@H]1CN([C@H](C)CO)C(=O)c2cc(NS(=O)(=O)c3cn(C)cn3)ccc2O[C@H]1CN(C)C | 0.2
C[C@H](CO)N1C[C@H](C)[C@H](CN(C)CC2CC2)Oc2c(cccc2N(C)C)C1=O | -0.9

Additional structures
SMILES	TcdB inh
OC[C@@H]1CC[C@@H]2O[C@H](CCc3ccc(-c4ccccc4)cc3)[C@@H](n3cc(C4CC4)nn3)C[C@@H]2O1	-0.8
CCCC(=O)Nc1ccc2c(c1)C(=O)N(C)[C@@H]1CC[C@@H](CC(=O)N3CCCCC3)O[C@H]1CO2	0.0
CCCNC(=O)C[C@@H]1CC[C@H]2[C@H](COc3ccc(NC(=O)NCC)cc3C(=O)N2C)O1	-0.4
CN1CCCCN2[C@@H](CO)[C@@H](c3ccc(C4=CCCC4)cc3)[C@@H]2C1	0.2
CO[C@H]1CN(C)C(=O)c2cc(NS(=O)(=O)c3ccc(Oc4ccccc4)cc3)ccc2OC[C@H](C)NC[C@@H]1C	-5.1
CC=Cc1ccc2n(c1=O)C[C@H]1[C@H](CO)[C@@H](C(=O)NCCC)N(Cc3cccnc3)[C@@H]21 (mixture of isomers)	0.6
C[C@@H]1CN([C@@H](C)CO)C(=O)Cc2cc(NS(=O)(=O)c3ccc(F)cc3)ccc2O[C@H]1CN(C)S(C)(=O)=O	-0.8
O=S(=O)(NC[C@@H]1N[C@H](CO)[C@@H]1c1ccc(C2=CCCC2)cc1)c1ccccc1	-0.2
CN1C(=O)c2cc(NC(=O)C3CCCCC3)ccc2OC[C@@H]2O[C@@H](CC(=O)NCC3CCCCC3)CC[C@H]21	1.0
Cc1cc(C(=O)Nc2cccc3c2O[C@@H](CN(C)C(=O)Nc2ccc4c(c2)OCO4)[C@H](C)CN([C@@H](C)CO)C3=O)n(C)n1	0.3
C[C@@H]1CN([C@H](C)CO)C(=O)c2cc(N(C)C)ccc2O[C@H]1CN(C)S(=O)(=O)c1ccccc1	-2.1
Cc1ccc(S(=O)(=O)Nc2cccc3c2O[C@@H](CN(C)C(=O)Nc2c(C)noc2C)[C@@H](C)CN([C@H](C)CO)C3=O)cc1	-4.2
O=C(C[C@@H]1CC[C@H]2[C@@H](COC[C@H](O)CN2CC2CCCCC2)O1)NCC1CC1	0.0
CCC(=O)N1[C@H](CO)[C@H](c2ccccc2)[C@H]1CNC(=O)CN1CCOCC1	-0.4
C[C@@H]1CN([C@@H](C)CO)C(=O)c2cc(C#CCN(C)C)cnc2O[C@H]1CN(C)C(=O)Cc1ccncc1	-0.3
O[C@@H](Cc1ccccc1)[C@@H](/C=C/c1ccccc1)NCCc1ccccc1	-1.2
C[C@H]1CN([C@@H](C)CO)S(=O)(=O)c2ccc(C3=CCCCC3)cc2O[C@H]1CN(C)C(=O)C1CC1	1.5
CC(C)NC(=O)N1CCCCN2[C@@H](CO)[C@@H](c3ccc(C#Cc4ccccc4)cc3)[C@@H]2C1	1.8
COc1ccc(S(=O)(=O)N2CCCCN3[C@@H](CO)[C@@H](c4ccc(C5=CCCCC5)cc4)[C@@H]3C2)cc1	-0.3
COc1ccc(CN(C)C[C@H]2OCCCC[C@@H](C)Oc3ccc(NC(=O)CCC(F)(F)F)cc3C(=O)N([C@H](C)CO)C[C@@H]2C)cc1	0.2
C[C@@H]1CN([C@H](C)CO)C(=O)c2cccc(NC(=O)Nc3ccc4c(c3)OCO4)c2O[C@H]1CN(C)Cc1ccc(C(=O)Nc2ccccc2N)cc1	-0.9
COC(=O)C[C@H]1CC[C@@H]2[C@@H](COc3ccc(NS(=O)(=O)c4cccc(F)c4)cc3C(=O)N2C)O1	-1.2
C[C@@H]1CN([C@H](C)CO)C(=O)c2c(c3ccccc3n2C)-c2ccccc2CO[C@H]1CN(C)C(=O)[C@@H](Cc1ccccc1)N(C)C	0.0
COc1cccc(-c2ccc([C@@H]3[C@@H](CO)N4C(=O)CN(C(=O)CN5CCOCC5)C[C@H]34)cc2)c1	1.6
Cc1ccc(-c2ccc([C@H]3[C@H](CO)N4CCCCN(S(=O)(=O)c5cccc(C)c5)C[C@@H]34)cc2)cc1	0.2
COc1cccc(C#Cc2ccc3c(c2)O[C@H](CN(C)C(C)=O)[C@@H](C)CN([C@@H](C)CO)S3(=O)=O)c1	-0.1
CCCN1C[C@@H](C)[C@@H](OC)CN(C)C(=O)c2ccc(NS(C)(=O)=O)cc2OC[C@H]1C	-1.9
C[C@@H]1CN([C@@H](C)CO)C(=O)c2cc(C#C[C@@H](C)O)cnc2O[C@H]1CN(C)Cc1cccc(C(=O)O)c1	0.0
COc1ccc(C#Cc2ccc([C@@H]3[C@@H](CO)N4C(=O)CN(C(=O)c5cccnc5)C[C@H]34)cc2)cc1	1.2
C[C@@H]1CCCCO[C@H](CN(C)C(=O)C2CCCCC2)[C@@H](C)CN([C@H](C)CO)C(=O)c2cc(NC(=O)Nc3ccc(C(F)(F)F)cc3)ccc2O1	-0.3
CCc1cnc(N2[C@@H](C#N)[C@H](c3ccc(C#Cc4ccccc4F)cc3)[C@@H]2CO)s1	-7.0
C/C=C/c1ccc([C@@H]2[C@H](CO)N(C(=O)CC)C23CN(S(C)(=O)=O)C3)cc1	-0.4
COc1cccc(S(=O)(=O)N[C@@H]2CC[C@H](CCNC(=O)Cc3ccncc3)O[C@H]2CO)c1	0.0
COC(=O)C[C@H]1CC[C@@H]2[C@H](COC[C@@H](O)CN2C(=O)Nc2ccccc2OC)O1	-0.1
O=C(C[C@@H]1CC[C@H]2[C@@H](COC[C@H](O)CN2Cc2ccc3c(c2)OCO3)O1)Nc1ccccc1	-1.0
O=C(c1ccccc1F)N1C[C@@H]2[C@H](c3ccccc31)[C@@H](CO)N2C(=O)c1ccncc1	-0.8
O=C(NC1CCCC1)[C@@H]1[C@@H](CO)[C@@H]2Cn3c(ccc(-c4ccccc4)c3=O)[C@H]1N2CC1CC1	-0.3
CCCN(C)C[C@H]1OCCCC[C@H](C)Oc2ccc(NC(=O)Cc3ccccc3)cc2C(=O)N([C@H](C)CO)C[C@H]1C	-3.5
O=S1(=O)CCSC[C@@H](CN2CCOCC2)N1	0.0
C[C@@H]1CN([C@H](C)CO)C(=O)c2cccc(NS(C)(=O)=O)c2O[C@H]1CN(C)Cc1ccc(C(F)(F)F)cc1	2.5

Five records picked at random from those above:
SMILES	TcdB inh
C/C=C/c1ccc([C@@H]2[C@H](CO)N(C(=O)CC)C23CN(S(C)(=O)=O)C3)cc1	-0.4
O=C(NC1CCCC1)[C@@H]1[C@@H](CO)[C@@H]2Cn3c(ccc(-c4ccccc4)c3=O)[C@H]1N2CC1CC1	-0.3
COc1cccc(S(=O)(=O)N[C@@H]2CC[C@H](CCNC(=O)Cc3ccncc3)O[C@H]2CO)c1	0.0
O=C(C[C@@H]1CC[C@H]2[C@@H](COC[C@H](O)CN2Cc2ccc3c(c2)OCO3)O1)Nc1ccccc1	-1.0
O=C(c1ccccc1F)N1C[C@@H]2[C@H](c3ccccc31)[C@@H](CO)N2C(=O)c1ccncc1	-0.8

Next entries:
SMILES	TcdB inh
Nc1[nH]c(C(=O)c2ccccc2)c(-c2cccnc2)c1C(=O)c1ccccc1	0.3
COc1cccc(-c2ccc3c(c2)O[C@H](CN(C)C(=O)C2CCC2)[C@H](C)CN([C@@H](C)CO)S3(=O)=O)c1	0.6
COc1ccc2c3c([nH]c2c1)[C@H](CO)N(C(=O)NC(C)C)CC31CN(C(=O)NC(C)C)C1	1.6
CCC(=O)N1[C@@H]2c3cccc(=O)n3C[C@H]1[C@H](CO)[C@H]2C(=O)NC1CCCC1	0.5
CCS(=O)(=O)NCC[C@H]1CC[C@H](NC(=O)Cc2ccccn2)[C@H](CO)O1	0.0
CCCNC(=O)N1C[C@H](O)COC[C@H]2O[C@@H](CC(=O)OC)CC[C@@H]21	-0.1
C[C@@H]1CCCCO[C@@H](CN(C)C(=O)c2ccccc2)[C@@H](C)CN([C@H](C)CO)C(=O)c2cc(NC(=O)c3ccccc3)ccc2O1	-1.0
CCCC#Cc1cnc2c(c1)C(=O)N([C@@H](C)CO)C[C@H](C)[C@H](CN(C)C(=O)C1CC1)O2	0.4
CCS(=O)(=O)N1CCC2(CC1)CN(C(=O)c1cccc(F)c1)[C@H](CO)c1c2c2ccc(OC)cc2n1C	0.4
COc1ccccc1C#Cc1ccc2c(c1)[C@@H]1[C@@H](CCN1C(=O)CN1CCOCC1)[C@H](CO)N2	3.0
C[C@@H]1CN([C@@H](C)CO)C(=O)c2cc(C#CC(C)(C)O)cnc2O[C@H]1CN(C)C(=O)C1CCOCC1	-1.1
O=C(N[C@H]1CC[C@@H](CCNC(=O)C2CC2)O[C@@H]1CO)c1ccncc1	1.0
CC(C)CN(C[C@H]1[C@H](c2ccccc2)[C@@H](CO)N1C(=O)C1CCC1)C(=O)C1CC1	-3.7
CO[C@H]1CC[C@@H]2CCOc3c(C#N)cccc3C(=O)N(C)CCCC(=O)N(C)C[C@@H]1O2	-1.1
CO[C@H]1CN(C)C(=O)c2cc(NC(=O)C3CCCCC3)ccc2OC[C@H](C)NC[C@@H]1C	0.6
COc1ccc2c3c([nH]c2c1)[C@H](CO)N(C(=O)c1cccnc1)CC31CN(C(=O)c2cccnc2)C1	0.8

Bioassay records (PubChem BioAssay)
